Mcl1-Noxa inh: disrupts binding of human Mcl-1 to Noxa peptide; inhibition, % at 21.7 µM; TR-FRET Mcl-1/Noxa peptide binding, 2 h; 220,000 compounds, 1.5% hits; Q07820;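 active = compounds that cut the protein-peptide binding signal by more than 50% relative to plate controls in a single-dose test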;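 note: His-tagged Mcl-1 with rhodamine Noxa BH3 peptide and terbium anti-His antibody; 0% = Mcl-1 plus Noxa peptide wells and 100% = peptide-only wells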
Target sequence (Q07820 whole entry, looked up): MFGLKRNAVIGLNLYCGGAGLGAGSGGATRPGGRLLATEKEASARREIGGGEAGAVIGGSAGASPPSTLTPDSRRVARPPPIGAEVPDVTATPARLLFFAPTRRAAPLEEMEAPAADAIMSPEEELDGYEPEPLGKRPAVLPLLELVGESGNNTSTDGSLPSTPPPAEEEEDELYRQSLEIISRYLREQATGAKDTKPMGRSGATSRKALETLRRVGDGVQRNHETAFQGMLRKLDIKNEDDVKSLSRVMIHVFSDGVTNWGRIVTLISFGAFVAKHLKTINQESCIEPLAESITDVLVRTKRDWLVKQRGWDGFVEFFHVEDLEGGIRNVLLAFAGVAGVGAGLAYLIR
HRas wt GTP: changes GTP binding to wildtype human HRas. AID 759. 190,000 compounds, 0.14% hits. GTP binding activity, % at 10 µM. GST-Ras wt beads, Bodipy-FL-GTP binding, flow cytometry; actives lie on both sides. P01112;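 active = GTP binding activity at least 20% away from the 100% baseline, either lowered as inhibitor or raised as activator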;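 note: 0% = unlabeled GTP competition control and 100% = no-compound control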
Target sequence (P01112 whole entry, looked up): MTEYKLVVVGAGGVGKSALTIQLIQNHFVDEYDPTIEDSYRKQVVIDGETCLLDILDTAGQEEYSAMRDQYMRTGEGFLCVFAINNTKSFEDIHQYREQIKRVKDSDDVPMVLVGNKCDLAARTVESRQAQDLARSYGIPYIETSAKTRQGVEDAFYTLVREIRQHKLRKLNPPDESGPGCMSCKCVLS
Rac1 wt GTP bind: alters GTP binding to wildtype human Rac1. GTP binding activity (% of control), % at 10 µM. GST-Rac1 beads, fluorescent GTP binding, flow cytometry; actives lie on both sides; 0 = cold GTP competed, 100 = untreated. 190,000 compounds, 0.27% hits. AID 757. P63000;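 active = GTP binding activity at least 20 points away from the 100% control level, either lower or higher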
Cdc42 wt GTP: human Cdc42 wildtype GTP binding change, either direction; P60953; GST-Cdc42 beads, Bodipy-GTP binding, flow cytometry; actives lie on both sides; percent activity (GTP binding), % at 10 µM; 190,000 compounds, 0.2% hits;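 active = percent activity GTP binding at least 20 points away from the 100% baseline, either down as inhibitor or up as activator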;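 note: median bead fluorescence of bound Bodipy-FL-GTP at 100 nM; 0% = excess unlabeled GTP control and 100% = no compound control; below 100% means less GTP binding so inhibitor and above means activator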
Target sequence (P60953 whole entry, looked up): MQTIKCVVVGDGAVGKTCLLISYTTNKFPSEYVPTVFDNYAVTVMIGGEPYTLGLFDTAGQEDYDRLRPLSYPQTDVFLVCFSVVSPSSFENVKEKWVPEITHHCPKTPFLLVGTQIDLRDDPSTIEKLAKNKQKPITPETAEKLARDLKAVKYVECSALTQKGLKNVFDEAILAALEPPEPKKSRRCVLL
Rab7 wt modul: alters GTP binding to wildtype dog Rab7; GST-Rab7 beads, fluorescent GTP binding, flow cytometry; actives lie on both sides; untreated = 100%, excess cold GTP = 0%; GTP binding activity (percent of control), % at 10 µM; 190,000 compounds, 0.055% hits; AID 758;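 active = fluorescent GTP binding to Rab7 beads changed by at least 20 points from the 100% baseline, either direction, mostly lower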;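 note: median green fluorescence of bound Bodipy-FL-GTP per Rab7 bead population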
Mcl1 Bid PPI: Mcl-1/Bid interaction inhibition | inhibition, % at 21.7 µM | TR-FRET Mcl-1/Bid-Dy647 peptide binding, 1536-well | 220,000 compounds, 0.97% hits | Q07820 | AID 1021;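 active = compounds that cut the binding signal by more than half at the single screening dose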;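 note: His-tagged Mcl-1 with europium anti-His antibody binding Bid BH3 peptide; 0% = Mcl-1 plus peptide wells and 100% = peptide-only wells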
Rac1 mut GTP: modulators of GTP binding to human Rac1 activated mutant | 190,000 compounds, 0.11% hits | AID 764 | P63000 | GST-Rac1 activated beads, fluorescent GTP binding, flow cytometry; actives lie on both sides; 100% means binding = to untreated wells | percent activity (GTP binding), % at 10 µM;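 active = GTP binding at least 20 percentage points away from the 100% baseline, in either direction, so actives lie on both sides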
Rab2 wt GTP: changes GTP binding to wildtype dog Rab2A, up or down; 190,000 compounds, 0.19% hits; GTP binding activity, % at 10 µM; GST-Rab2 wt beads, Bodipy-GTP binding, flow cytometry; P61105;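 active = GTP binding activity at least 20 points away from 100%, either lowered or raised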;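 note: 0% = beads with excess unlabeled GTP and 100% = no-compound control corrected for plate trend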
GSH bead fluor: GSH bead compound fluorescence profile. GSH beads flow cytometry, compound fluorescence 488/530 nm; active compounds read high. fluorescence (KMESF) at 10 µM. 190,000 compounds, 0.25% hits. AID 1776; in the data active = fluorescence above about 89;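 note: glutathione beads carrying GST-tagged Bcl family fusion proteins plus one bare bead set; values are compound well signal with DMSO vehicle wells as background; inactives centre near 16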
Pf gamet viab: kills late stage P. falciparum gametocytes. AID 743093. 150,000 compounds, 0.065% hits. inhibition, % at 10.9 µM. P. falciparum stage V gametocytes, ATP luminescence, 24 h;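 active = inhibition above the mean plus 3 SD of compounds within the control limits, set per campaign, cut at about 38% in these data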;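 note: 0% = DMSO wells and 100% = medium only without gametocytes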
Avidin bead fluor: compound fluoresces at 488/530 nm on avidin beads; compound fluorescence 488/530 nm, flow cytometry; active compounds read high; fluorescence (KMESF) at 10 µM; 220,000 compounds, 0.38% hits; AID 1775; in the data active = fluorescence above about 47; note: inactives centre near 10
* marks the source's active call; other numbers are inactive results.

`O=Cc1ccc(N2CCCC2)o1` gave Mcl1-Noxa inh 2, HRas wt GTP 99, Rac1 wt GTP bind 103, Cdc42 wt GTP 100, Rab7 wt modul 98, Mcl1 Bid PPI -21, Rac1 mut GTP 95, Rab2 wt GTP 97, GSH bead fluor 14, Pf gamet viab 24 and Avidin bead fluor 8.
`COc1cc(C(=O)NCc2nnc(SCC(=O)Nc3nccs3)o2)cc(OC)c1OC` gave Mcl1-Noxa inh -9, HRas wt GTP 91, Rac1 wt GTP bind 89, Cdc42 wt GTP 90, Rab7 wt modul 96, Mcl1 Bid PPI -19, Rac1 mut GTP 92, Rab2 wt GTP 91, GSH bead fluor 23, Pf gamet viab 5 and Avidin bead fluor 16.
Screening COc1ccnc(Oc2ccc(Cl)cc2)c1C#N returned Mcl1-Noxa inh 11, HRas wt GTP 98, Rac1 wt GTP bind 102, Cdc42 wt GTP 96, Rab7 wt modul 101, Mcl1 Bid PPI 1, Rac1 mut GTP 97, Rab2 wt GTP 99, GSH bead fluor 18 and Avidin bead fluor 10.
Cc1nc(C)c(C(=O)N/N=C/c2cn(C)c3ccccc23)s1 was read as Mcl1-Noxa inh 10, HRas wt GTP 103, Rac1 wt GTP bind 101, Cdc42 wt GTP 102, Rab7 wt modul 98, Mcl1 Bid PPI -34, Rac1 mut GTP 99, Rab2 wt GTP 103, GSH bead fluor 70 and Avidin bead fluor 7.
Screening O=C(c1cc(-c2cccs2)on1)N1CCN(C(c2ccccc2)c2ccccc2)CC1 returned Mcl1-Noxa inh -5, HRas wt GTP 102, Rac1 wt GTP bind 107, Cdc42 wt GTP 102, Rab7 wt modul 103, Mcl1 Bid PPI -7, Rac1 mut GTP 99, Rab2 wt GTP 103, GSH bead fluor 29, Pf gamet viab -11 and Avidin bead fluor 13.
Screening Cc1ccc(OCC2Cn3c(nc4c3c(=O)n(C)c(=O)n4C)O2)cc1 (stereo not given) returned Mcl1-Noxa inh -2, HRas wt GTP 102, Rac1 wt GTP bind 106, Cdc42 wt GTP 100, Rab7 wt modul 103, Mcl1 Bid PPI -19, Rac1 mut GTP 100, Rab2 wt GTP 101, GSH bead fluor 28, Pf gamet viab -8 and Avidin bead fluor 30.
Screening Cc1ccc(NC(=O)COC(=O)c2cc(Cl)ccc2[N+](=O)[O-])cc1 returned Mcl1-Noxa inh -7, HRas wt GTP 99, Rac1 wt GTP bind 101, Cdc42 wt GTP 97, Rab7 wt modul 95, Mcl1 Bid PPI -18, Rac1 mut GTP 97, Rab2 wt GTP 97, GSH bead fluor 13, Pf gamet viab -28 and Avidin bead fluor 3.
For Cc1occc1-c1nnc(SCC(=O)c2c(N)n(Cc3ccccc3)c(=O)n(C)c2=O)n1C the results were Mcl1-Noxa inh 4, HRas wt GTP 98, Rac1 wt GTP bind 101, Cdc42 wt GTP 97, Rab7 wt modul 97, Mcl1 Bid PPI -63, Rac1 mut GTP 97, Rab2 wt GTP 95, GSH bead fluor 67, Pf gamet viab 10 and Avidin bead fluor 8.
Screening Cc1ccc(S(=O)(=O)N(CC(=O)NN=C2CCN(C)CC2)c2ccc(C(C)C)cc2)cc1 returned Mcl1-Noxa inh 5, HRas wt GTP 95, Rac1 wt GTP bind 93, Cdc42 wt GTP 93, Rab7 wt modul 101, Mcl1 Bid PPI 1, Rac1 mut GTP 94, Rab2 wt GTP 96, GSH bead fluor 15, Pf gamet viab -8 and Avidin bead fluor 16.
Screening CCNc1nc2c(c(=O)n(Cc3ccccc3)c(=O)n2C)n1Cc1ccccc1 returned Mcl1-Noxa inh 7, HRas wt GTP 104, Rac1 wt GTP bind 113, Cdc42 wt GTP 102, Rab7 wt modul 100, Mcl1 Bid PPI -74, Rac1 mut GTP 99, Rab2 wt GTP 101, GSH bead fluor 43 and Avidin bead fluor 10.

Gathered by group, those above with a Cl atom.
Screening COc1ccnc(Oc2ccc(Cl)cc2)c1C#N returned Mcl1-Noxa inh 11, HRas wt GTP 98, Rac1 wt GTP bind 102, Cdc42 wt GTP 96, Rab7 wt modul 101, Mcl1 Bid PPI 1, Rac1 mut GTP 97, Rab2 wt GTP 99, GSH bead fluor 18 and Avidin bead fluor 10.
Screening Cc1ccc(NC(=O)COC(=O)c2cc(Cl)ccc2[N+](=O)[O-])cc1 returned Mcl1-Noxa inh -7, HRas wt GTP 99, Rac1 wt GTP bind 101, Cdc42 wt GTP 97, Rab7 wt modul 95, Mcl1 Bid PPI -18, Rac1 mut GTP 97, Rab2 wt GTP 97, GSH bead fluor 13, Pf gamet viab -28 and Avidin bead fluor 3.

The results go on:
For COc1ccc(-c2csc(CCn3nc(C)cc3C)n2)cc1OC the results were Mcl1-Noxa inh 1, HRas wt GTP 109, Rac1 wt GTP bind 105, Cdc42 wt GTP 105, Rab7 wt modul 110, Mcl1 Bid PPI -7, Rac1 mut GTP 101, Rab2 wt GTP 109, GSH bead fluor 17, Pf gamet viab 9 and Avidin bead fluor 16.
COc1ccccc1N(CC(=O)Nc1ccc(S(=O)(=O)N2CCCCC2)cc1)S(C)(=O)=O was read as Mcl1-Noxa inh 11, HRas wt GTP 98, Rac1 wt GTP bind 102, Cdc42 wt GTP 99, Rab7 wt modul 97, Mcl1 Bid PPI -12, Rac1 mut GTP 100, Rab2 wt GTP 100, GSH bead fluor 29, Pf gamet viab -10 and Avidin bead fluor 3.
Screening Cc1c(NC(=O)Nc2ccccc2Cl)c(=O)n(-c2ccccc2)n1C returned Mcl1-Noxa inh 5, HRas wt GTP 100, Rac1 wt GTP bind 98, Cdc42 wt GTP 98, Rab7 wt modul 99, Mcl1 Bid PPI -32, Rac1 mut GTP 96, Rab2 wt GTP 101, GSH bead fluor 15, Pf gamet viab -16 and Avidin bead fluor 6.
`O=C(O)CC1S/C(=N/N=C/c2ccc([N+](=O)[O-])cc2)N(c2ccc(O)cc2)C1=O` (stereo not given) gave Mcl1-Noxa inh 8, HRas wt GTP 97, Rac1 wt GTP bind 100, Cdc42 wt GTP 98, Rab7 wt modul 104, Mcl1 Bid PPI -10, Rac1 mut GTP 95, Rab2 wt GTP 97, GSH bead fluor 19 and Avidin bead fluor 5.
`CNC(=O)c1snnc1-c1ccccc1` gave Mcl1-Noxa inh 9, HRas wt GTP 102, Rac1 wt GTP bind 106, Cdc42 wt GTP 104, Rab7 wt modul 101, Mcl1 Bid PPI -28, Rac1 mut GTP 102, Rab2 wt GTP 101, GSH bead fluor 15, Pf gamet viab -38 and Avidin bead fluor 14.
Screening CC1(C)CC(=O)C2=C(C1)OC(c1ccc(O)cc1)C(C#N)=C2N (stereo not given) returned Mcl1-Noxa inh 20, HRas wt GTP 103, Rac1 wt GTP bind 103, Cdc42 wt GTP 101, Rab7 wt modul 106, Mcl1 Bid PPI -45, Rac1 mut GTP 98, Rab2 wt GTP 100, GSH bead fluor 5, Pf gamet viab 1 and Avidin bead fluor 1.
O=C(Cn1c(=O)oc2ccccc21)N(Cc1ccccc1)C1CCS(=O)(=O)C1 (stereo not given) was read as Mcl1-Noxa inh 3, HRas wt GTP 98, Rac1 wt GTP bind 101, Cdc42 wt GTP 102, Rab7 wt modul 98, Mcl1 Bid PPI -16, Rac1 mut GTP 98, Rab2 wt GTP 99, GSH bead fluor 16, Pf gamet viab 5 and Avidin bead fluor 33.
Screening O=c1cnnc(N/N=C/C2CC=CCC2)[nH]1 (stereo not given) returned Mcl1-Noxa inh 2, HRas wt GTP 95, Rac1 wt GTP bind 97, Cdc42 wt GTP 95, Rab7 wt modul 96, Mcl1 Bid PPI -26, Rac1 mut GTP 96, Rab2 wt GTP 95, GSH bead fluor 9 and Avidin bead fluor 29.
For Cc1ccc(N2C(=O)C(CC(=O)Nc3cccc(F)c3)N(C3CC3)C2=O)cc1 (stereo not given) the results were Mcl1-Noxa inh 13, HRas wt GTP 97, Rac1 wt GTP bind 96, Cdc42 wt GTP 94, Rab7 wt modul 100, Mcl1 Bid PPI -26, Rac1 mut GTP 93, Rab2 wt GTP 99, GSH bead fluor 16 and Avidin bead fluor 9.
COc1ccc(NC(=O)COc2ccc(C(=O)OCC(=O)N(C)C3CCS(=O)(=O)C3)cc2OC)cc1 (stereo not given) was read as Mcl1-Noxa inh -11, HRas wt GTP 96, Rac1 wt GTP bind 95, Cdc42 wt GTP 94, Rab7 wt modul 94, Mcl1 Bid PPI -23, Rac1 mut GTP 97, Rab2 wt GTP 97, GSH bead fluor 12 and Avidin bead fluor 11.
Screening CC(C)c1ccc(NC(=O)C2C3C=CC4(CN(CCCN5CCOCC5)C(=O)C24)O3)cc1 (stereo not given) returned Mcl1-Noxa inh -13, HRas wt GTP 94, Rac1 wt GTP bind 93, Cdc42 wt GTP 95, Rab7 wt modul 96, Mcl1 Bid PPI -16, Rac1 mut GTP 92, Rab2 wt GTP 90, GSH bead fluor 53 and Avidin bead fluor 8.
For COC(=O)Cc1nc2ccccc2[nH]1 the results were Mcl1-Noxa inh 9, HRas wt GTP 103, Rac1 wt GTP bind 104, Cdc42 wt GTP 104, Rab7 wt modul 101, Mcl1 Bid PPI 8, Rac1 mut GTP 101, Rab2 wt GTP 102, GSH bead fluor 19 and Avidin bead fluor 5.
`Cc1ccc(C)c(N2CCN(C(=O)CCCOc3cc(=O)n(C)c4ccccc34)CC2)c1` gave Mcl1-Noxa inh -15, HRas wt GTP 99, Rac1 wt GTP bind 98, Cdc42 wt GTP 96, Rab7 wt modul 97, Mcl1 Bid PPI -40, Rac1 mut GTP 98, Rab2 wt GTP 97, GSH bead fluor 24, Pf gamet viab -11 and Avidin bead fluor 4.
Screening COc1ccccc1Oc1ccc2c(c1)C(=O)N(c1ccc(C)cc1)C2=O returned Mcl1-Noxa inh -5, HRas wt GTP 104, Rac1 wt GTP bind 103, Cdc42 wt GTP 104, Rab7 wt modul 102, Mcl1 Bid PPI -11, Rac1 mut GTP 100, Rab2 wt GTP 103, GSH bead fluor 14, Pf gamet viab 12 and Avidin bead fluor 38.
`O=C(O)C1CCCCC1C(=O)NCCc1ccc(Cl)cc1` (stereo not given) gave Mcl1-Noxa inh 4, HRas wt GTP 102, Rac1 wt GTP bind 105, Cdc42 wt GTP 103, Rab7 wt modul 98, Mcl1 Bid PPI -22, Rac1 mut GTP 101, Rab2 wt GTP 100, GSH bead fluor 14, Pf gamet viab 23 and Avidin bead fluor 7.
